Screens deposited in PubChem BioAssay by National Center for Advancing Translational Sciences (NCATS).
Epigenetic reg: Quantitative High-Throughput Screen for Regulators of Epigenetic Control; murine LDR cells, GFP reporter derepression, 30 h; Potency, µM (highest dose often 53.9 µM), for the others: at the highest dose GFP activation, actives largely listed as activators; actives 0.2% (n = 280,000); AID 1865, 2009; note: % of control where 0% means no effect; nearly all actives have a fitted effect of over 60% in size
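Reporter derepression read as number of fluorescent GFP-positive objects, 20-120 um in size, counted by laser-scanning cytometer. Mouse LDR line with an epigenetically silenced CMV-GFP locus; compound incubation 30 h, 37 C.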
GAA inhib: qHTS Assay for Inhibitors of Human alpha-Glucosidase as a Potential Chaperone Treatment of Pompe Disease | purified human GAA, 4-MU-alpha-glucoside fluorescence | Potency, µM (highest dose often 76.9 µM), for inactives: top-dose activity change, negative = inhibition, most hits filed as inhibitors | Lysosomal alpha-glucosidase (Homo sapiens), P10253 | actives 0.005% (n = 200,000);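 note: plate controls were uninhibited enzyme wells for no effect and no-enzyme background for full effect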
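Activity normalized between no-enzyme (basal) and enzyme-only wells. Conditions: 4 nM human enzyme, 400 uM fluorogenic substrate, citrate/phosphate pH 5.0 with Tween-20, 20 min room temperature, compounds up to 77 uM.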
NPSR antag: qHTS Assay for Antagonists of the Neuropeptide S Receptor: cAMP Signal Transduction; CHO-NPSR cells, cAMP TR-FRET, antagonist mode; AID 1461, 2008; Potency, µM (top dose mostly 38.3 µM), inactives show top-dose activity change, negative = inhibition, actives largely listed as inhibitors; Q6W5P4; actives 1% (n = 220,000); note: % is set by controls: 0 for no effect and ±100 for the full control effect; nearly all actives have a fitted effect of over 50% in size; many of its hits are not listed in these tables
aGal spleen mod: qHTS Assay for Inhibitors and Activators of Human alpha-Galactosidase From Spleen Homogenate | Alpha-galactosidase A (Homo sapiens), P06280 | human spleen homogenate, 4MU-alpha-Gal fluorescence, 40 min | Potency, µM (top dose mostly 80 µM), without a hit: at the top dose activity change, negative = inhibition, usual class: inhibitors | actives 0.008% (n = 240,000) | AID 2107, 2009;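 note: 0% = enzyme with vehicle and -100% = no enzyme basal signal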
Target sequence (P06280 32-429 limits assumed): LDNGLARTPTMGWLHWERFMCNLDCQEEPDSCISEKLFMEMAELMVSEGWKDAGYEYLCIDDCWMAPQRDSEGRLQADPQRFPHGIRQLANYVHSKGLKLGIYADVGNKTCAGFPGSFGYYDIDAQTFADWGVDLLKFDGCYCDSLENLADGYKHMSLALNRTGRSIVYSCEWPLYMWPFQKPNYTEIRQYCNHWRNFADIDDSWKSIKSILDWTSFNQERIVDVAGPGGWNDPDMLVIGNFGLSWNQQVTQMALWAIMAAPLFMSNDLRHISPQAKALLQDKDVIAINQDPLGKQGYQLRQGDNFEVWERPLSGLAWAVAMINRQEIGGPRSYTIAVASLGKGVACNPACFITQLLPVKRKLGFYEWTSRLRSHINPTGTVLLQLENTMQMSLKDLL
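Fluorogenic readout (Ex 365/Em 440 nm) of 4-methylumbelliferone released from 1 mM 4-MU-alpha-galactoside by spleen homogenate, 40 min at 37C, pH 5.0. Data normalized to no-enzyme and enzyme controls; Hill-equation AC50 from compound titrations.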
Tau fluor cs: Counterscreen qHTS for Inhibitors of Tau Fibril Formation, Fluorescence Polarization; tau K18 P301L Alexa594 fluorescence, heparin fibrillization; Potency, µM (titrated, usually from 57.7 µM), inactives show at the top dose activity change, negative = decrease; actives 0.93% (n = 280,000); note: % is set by controls: 0 for no effect and ±100 for the full control effect; nearly all actives have a fitted effect of over 55% in size
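Human tau K18 P301L (15 uM unlabeled, 0.24 uM Alexa 594-labeled) in 100 mM sodium acetate pH 7 with 20 uM heparin, 6 hr at 37 C. ThT 30 uM added, 1 hr ambient; Alexa 594 FP and total fluorescence read at 555/632 nm.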
ALDH1A1 inh: qHTS Assay for Inhibitors of Aldehyde Dehydrogenase 1 (ALDH1A1); Aldehyde dehydrogenase 1A1 (Homo sapiens), P00352; Purified ALDH1A1, NADH fluorescence, propionaldehyde substrate; Potency, µM (doses to about 75.3 µM), for inactives: at the highest dose activity, negative = inhibition, most hits filed as inhibitors; actives 7.3% (n = 220,000); AID 1030, 2008; active = well fitted inhibition curve with a large enough effect, not every such curve was filed as active; inconclusive = small, poorly fitted or top-dose-only effect, or another doubt; inactive = no such curve, though single readings can be large or run the other way;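 note: plate controls were no enzyme wells and a reference inhibitor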
Target sequence (P00352 whole entry, looked up): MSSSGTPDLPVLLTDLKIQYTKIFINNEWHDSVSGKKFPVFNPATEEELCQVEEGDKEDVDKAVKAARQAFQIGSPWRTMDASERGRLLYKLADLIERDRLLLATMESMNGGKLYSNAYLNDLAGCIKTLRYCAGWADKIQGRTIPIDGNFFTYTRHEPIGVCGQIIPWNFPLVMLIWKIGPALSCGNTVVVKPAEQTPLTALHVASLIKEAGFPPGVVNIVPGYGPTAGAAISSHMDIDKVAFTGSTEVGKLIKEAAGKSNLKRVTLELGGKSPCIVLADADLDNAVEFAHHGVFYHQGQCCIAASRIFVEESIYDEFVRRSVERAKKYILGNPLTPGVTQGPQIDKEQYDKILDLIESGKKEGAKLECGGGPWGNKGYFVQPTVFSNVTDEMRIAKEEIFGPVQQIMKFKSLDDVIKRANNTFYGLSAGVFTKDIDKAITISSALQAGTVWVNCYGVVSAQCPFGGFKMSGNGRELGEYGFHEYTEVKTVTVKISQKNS
GAA glycogen mod: qHTS Assay for Inhibitors and Activators of Human alpha-Glucosidase Cleavage of Glycogen; recombinant GAA, glycogen substrate, Amplex Red glucose oxidase fluorescence; AID 2100, 2009; Potency, µM (highest dose often 76.4 µM), without a hit: top-dose activity change, negative = inhibition, usual class: inhibitors; actives 0.38% (n = 300,000);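 note: 0% = full enzyme reaction and -100% = no-enzyme basal signal; the screen sought inhibitors and activators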
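Recombinant human enzyme (4 nM); glycogen substrate; 37 C, 40 min, pH 5.0. Readout: coupled glucose oxidase/Amplex Red fluorescence.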
GAA spleen mod: qHTS Assay for Inhibitors and Activators of Human alpha-Glucosidase From Spleen Homogenate | human spleen homogenate, 4-MU-alpha-glucoside fluorescence | actives 0.006% (n = 240,000) | Lysosomal alpha-glucosidase (Homo sapiens), P10253 | AID 2112, 2009 | Potency, µM (highest dose often 79.9 µM), inactives show at the highest dose activity change, negative = inhibition, hits mostly inhibitors;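 note: 0% = enzyme with vehicle and -100% = no enzyme basal signal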
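Human spleen homogenate (1 ug) incubated with compounds and 1 mM 4-methylumbelliferyl-alpha-D-glucopyranoside in pH 5.0 citrate/phosphate buffer, 37 C, 40 min. Stopped at pH 10; 4-MU fluorescence (Ex 365/Em 440 nm); AC50 by Hill fit.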
* hit, by the source's call; ? = inconclusive; / = not tested or not shown; & = joins results of further samples; [ ] = dose if it differs, or a comment. Unless noted, calls come from the whole dose curve; as a rule, active = well fitted curve in the direction sought with a large enough effect; inconclusive = small, poorly fitted or top-dose-only effect, or another doubt; inactive = no such curve, though single readings can be large; an effect the other way counts as inactive or inconclusive. Potency is the fitted concentration of half-maximal effect. Not all compounds are listed (hit frequency here may not be typical).

SMILES | Epigenetic reg | GAA inhib | NPSR antag | aGal spleen mod | Tau fluor cs | ALDH1A1 inh | GAA glycogen mod | GAA spleen mod
CCN(CC)C(=O)Oc1ccc2c(=O)c(-c3ccc(OC)cc3)coc2c1 | -0.7% | -1% | -23%[46.1 µM] | -17% | -9% | ? | 4% | 1%
COCCNC(=O)COC(=O)CSCc1nc2ccccc2s1 | -1.0% | 4% | -39%[46.1 µM] | -7% | 4% | -7% | 2% | 2%
CN(C)S(=O)(=O)c1ccc(NC(=O)COC(=O)CC2CC3CCC2C3)cc1 (stereo unspecified) | -2.6% | -8% | 9% | -1% | -18% | -9% | -8% | -13%
Cn1cc(Cl)c(C(=O)Nc2nc3ccccc3s2)n1 | 0.0% | -6% | 6%[46.1 µM] | -10% | -3% | -2% | -1% | -6%
CCOc1ccccc1NC(=O)CSc1nnc(Cc2cccn2C)n1-c1ccc(F)cc1 | 6.2% | -1% | -1%[46.1 µM] | -6% | 9% | ? | -2% | -9%
N#CC(C#N)=c1ccc2c(c1)NC1(CCCCC1)N=2 | 6.1% | 0% | 10µM* | 7% | ? | -12% | 1% | -3%
Cc1cc(C)c[n+](-c2[nH]c(=O)sc2/C=N/N=C(\N)[S-])c1 | -2.0% | -10% | -15% | -11% | 3% | ? | 5% | -11%
CCOC(=O)c1c(C)[nH]c(N=Nc2cccc(OC)c2)c1C | 1.1% | -11% | -41% | 1% | ? | 3% | -5% | -3%
CCCCC(=O)N(Cc1ccc2c(c1)OCO2)Cc1nc2ccccc2c(=O)[nH]1 | -2.0% | 12% | 18% | -1% | -18% | -8% | -8% | 2%
COC(=O)C1=C(C)NC2=C(C(=O)CCC2)C1c1coc2ccccc2c1=O (stereo unspecified) | 1.0% | -12% | -9%[46.1 µM] | 0% | -1% | 8% | -1% | -6%

Part of the list above, set out differently.
Compound,Epigenetic reg,GAA inhib,NPSR antag,aGal spleen mod,Tau fluor cs,ALDH1A1 inh,GAA glycogen mod,GAA spleen mod
CCN(CC)C(=O)Oc1ccc2c(=O)c(-c3ccc(OC)cc3)coc2c1,-0.7%,-1%,-23%[46.1 µM],-17%,-9%,?,4%,1%
COCCNC(=O)COC(=O)CSCc1nc2ccccc2s1,-1.0%,4%,-39%[46.1 µM],-7%,4%,-7%,2%,2%
CN(C)S(=O)(=O)c1ccc(NC(=O)COC(=O)CC2CC3CCC2C3)cc1 (stereo unspecified),-2.6%,-8%,9%,-1%,-18%,-9%,-8%,-13%

The results go on:
SMILES | Epigenetic reg | GAA inhib | NPSR antag | aGal spleen mod | Tau fluor cs | ALDH1A1 inh | GAA glycogen mod | GAA spleen mod
CCOC(=O)N1CCN(C(=S)NC(=O)c2cc(Br)ccc2Cl)CC1 | 0.2% | 6% | -8% | 6% | -1% | 5% | -2% | 4%
FC(F)(F)c1cccc(NC(=S)NC(c2ccccc2)c2ccccc2)c1 | -1.0% | -1% | -39% | -2% | ? | -2% | 11% | -11%
Cn1nnnc1SCC1=C(C(=O)O)N2C(=O)C(NC(=O)Cn3nc(C(F)F)cc3C3CC3)C2SC1 (stereo unspecified) | -4.4% | -2% | 28% | 6% | -1% | -15% | -1% | -10%
O=C(Nc1cccc(C(F)(F)F)c1)C(Sc1n[nH]c(=O)[nH]c1=O)c1ccccc1 (stereo unspecified) | 3.7% | / | -33% | 17% | -11% | / | 7% | 15%
COc1cccc(C(c2c(N)n(C)c(=O)n(C)c2=O)C(C)[N+](=O)[O-])c1 (stereo unspecified) | -0.3% | / | 2% | 4% | -23% | / | 1% | -7%
CCn1cc(C=O)c2cc(S(=O)(=O)N3CCOCC3)ccc21 | -6.9% | ? | -3% | -4% | -2% | -12% | -7% | -13%
Cc1ccc2nc(/C=C/c3cccc(F)c3)ccc2c1 | -1.3% | 4% | -4% | -10% | -9% | ? | -5% | 6%
Cc1onc(-c2ccccc2Cl)c1NC(=O)NCc1cccs1 | -1.1% | / | -15% | -2% | -12% | / | 7% | -5%
COc1ccc(/C=C/C(=O)Nc2ccc(C)cc2)cc1S(=O)(=O)N1CCOCC1 | 1.0% | / | -16% | 13% | 8% | / | -1% | 8%
CCCc1nc([N+](=O)[O-])c(S(=O)(=O)c2ccccc2)n1CC(C)C | 0.9% | 3% | -11% | -4% | -5% | ? | -4% | -3%
Cc1ccc(CCNC(=O)C2CCN(S(=O)(=O)c3c(C)nn(C)c3C)CC2)cc1 | -0.8% | -4% | -11%[46.1 µM] | -4% | -6% | -10% | -3% | -8%
Cc1cc(C)nc(N/N=C/c2ccccc2OCc2ccc([N+](=O)[O-])cc2)n1 | -0.9% | -5% | -10% | 4% | -21% | 9% | 1% | 2%
COc1ccc(-c2nc(-c3ccc(NC(=O)c4ccncc4)cc3)no2)cc1OC | -1.0% | -2% | 12% | 1% | -29% | -6% | -6% | -7%
COc1ccc(Oc2c(Cl)cnn(-c3ccc(Cl)c(Cl)c3)c2=O)cc1 | 0.1% | 2% | 10µM* | 0% | -18% | -7% | 3% | 4%
COc1ccc(-c2nn(-c3ccccc3)cc2/C=N/Nc2ccc3ccccc3n2)cc1OC | 1.3% | 14% | -20% | 21% | ? | ? | ? | 14%
CCN(CC)S(=O)(=O)c1cccc(-c2n[nH]c(=S)n2/N=C/c2ccc(OC)cc2)c1 | -1.3% | -7% | -36% | -13% | ? | ? | -25% | -10%
Cn1nc(-c2ccc(OCC(=O)Nc3ccccc3)cc2)c2ccccc2c1=O | 0.0%&4.1% | -4% | -6%[46.1 µM] | 4% | -28%&-21% | -10% | -3%[76.3 µM] | 2%
NC(CSC12CC3CC(CC(C3)C1)C2)C(=O)O (stereo unspecified) | -1.0% | 0% | -8%[46.1 µM] | 3% | -7% | 13µM* | 13% | 2%
CCN(CC)C(=O)c1cc2c(=O)n3ccccc3nc2s1 | -0.2% | ? | -18%[46.1 µM] | ? | -7% | ? | -12% | ?
C=CCn1c(SCc2ccccc2C#N)nnc1-c1ccccc1O | -0.1% | 1% | -14%[46.1 µM] | 4% | 0% | -11% | 4% | -6%
O=C(N/C(=C\c1cccc([N+](=O)[O-])c1)C(=O)N(CCO)CCO)c1ccco1 | 1.1% | 10% | 9% | -4% | 4% | 2% | -3% | 4%
O=C(c1ccc(Cl)c(S(=O)(=O)NCc2ccco2)c1)N1CCN(c2ccc(F)cc2)CC1 | -1.3% | -6% | -14%[46.1 µM] | -11% | -24% | 4% | 12% | -14%
Cc1cc(C)c(NC(=O)NC2CCCCC2)c(C)c1 | 1.1% | -1% | 13% | -3% | -1% | 13% | -4% | 0%
C=CCn1c(-c2ccc3ncccc3c2)n[nH]c1=S | -1.0% | / | 9% | -3% | 12% | / | -17% | -1%
CCOC(=O)N1CCN(S(=O)(=O)c2ccc(C(=O)NNc3nc4ccc(Cl)cc4s3)cc2)CC1 | 4.6% | -5% | -15% | -7% | ? | 6% | -2% | -8%
Cn1c2ccccc2n2c(=O)c(=O)n(CC(=O)c3ccc(Cl)cc3)nc12 | 0.2% | 4% | 0% | -2% | -5% | 6% | 1% | -4%
O=c1c(-c2ccc(Cl)cc2)[n+]([O-])c2ccccc2n1OCc1ccccn1 | 0.9% | 11% | ? | 1% | -3% | 2% | 1% | -8%
CCOC(=O)c1ccc(N2Cc3cc(C)c(C)cc3C2)cc1O | 1.3% | 2% | -6%[46.1 µM] | -5% | 5% | 6% | -10% | -5%
Cc1ccc(NC(=O)CSc2nc(C)c(C)c(C)n2)c([N+](=O)[O-])c1 | 3.8% | -15% | 1% | -8% | -10% | -7% | 7% | 11%
CNC1=C(Br)C(=O)c2ccncc2C1=O | 2.6% | / | / | 1% | -28% | -11% | / | -15%
O=C(COc1ccc(Cl)cc1)NCCSc1ccccc1 | 1.9% | -4% | -8%[46.1 µM] | -2% | -19% | -5% | -5% | -9%
CCC(C(=O)Nc1cc(C)on1)c1ccccc1 (stereo unspecified) | -3.0% | -1% | 5%[46.1 µM] | 4% | -4% | 11% | 2% | -14%
Cc1c(N=Cc2ccc(Cl)o2)c(=O)n(-c2ccccc2)n1C | -1.4% | -9% | -9%[46.1 µM] | 5% | -12% | -13% | 4.5µM* | 2%
C=CCc1c(C)nc(-c2ccccc2)nc1N/N=C(\C)c1ccc(N)cc1 | -1.0% | -2% | -2% | -1% | ? | ? | ? | -1%
CC(NCc1ccc(F)cc1)C(=O)Nc1cc(S(=O)(=O)N2CCCCC2)ccc1Cl (stereo unspecified) | -1.4% | -13% | -33% | 3% | -8% | -4% | -7% | -3%
C=C1CCC2C(C)(C)[C@H](O)CC[C@@]2(C)[C@@H]1COc1cc(=O)oc2ccccc12 (stereo partly specified) | -3.0% | 2% | -26% | -18% | -17% | ? | -5% | -14%
N#Cc1cn(OCc2ccccc2)c(=O)[nH]c1=O | -2.0% | -3% | -3% | -2% | 8% | 1% | 15% | -5%
CCC(C)NCC(=O)Nc1ccc([N+](=O)[O-])cc1C(=O)Nc1ccccc1F (stereo unspecified) | -0.2% | ? | -34% | -6% | -8% | 10% | 6% | -5%
O=c1c2[nH]c3ccc(F)cc3c2ncn1CCN1CCOCC1 | 1.7% | 1%[15.4 µM] | -4%[46.1 µM] | 7% | -3% | -1% | -12% | 5%
Cc1cc(C(=O)C(C)Cl)c(C)n1Cc1ccco1 (stereo unspecified) | -2.0% | 1% | -6% | -6% | -1% | 7.1µM* | 6% | -6%
N#CC[n+]1cc(-c2ccc(Cl)cc2)n2c1CCC2 | -2.9% | 5% | -13%[46.1 µM] | -5% | 1% | 12% | -1% | 1%
Nc1ccc(S(=O)(=O)Nc2nccc(/C=C/c3ccc(Cl)cc3Cl)n2)cc1 | 2.4% | / | 6%[7.67 µM] | 8% | -17% | / | 1% | -1%
COc1ccc(Cc2nnc(NC(=O)C3CCCO3)s2)cc1OC (stereo unspecified) | 0.0% | -1% | -5%[46.1 µM] | 3% | 0% | ? | -1% | -5%
